High-throughput results from PubChem.
NLRP3 yeast inh – NALP3 inflammasome inhibitors in reconstituted yeast, primary screen, luminescence, uHTS | inhibition, % at 10 µM | 330,000 compounds, 0.39% hits | Yeast reconstituted NLRP3/ASC/caspase-1, beta-gal luminescence, 24 h;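 active = inhibition of 50% or more; inactive = inhibition below 50%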;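 note: plate controls were induced DMSO wells for no effect and uninduced yeast grown without galactose for full effect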
hIAP inh – human IAP inhibitors, primary screen, biochemical, luminescence, uHTS | Intestinal-type alkaline phosphatase (Homo sapiens), P09923 | purified IAP, CDP-Star luminescence, 30 min | inhibition, % at 10 µM | 330,000 compounds, 0.12% hits;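 active = inhibition reaching a set limit with compound at 10 µM in the primary screen, cut at about 35% in these data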;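 note: plate controls were DMSO wells with enzyme for no effect and no-enzyme buffer wells for full effect; values of inactives mirror those of a sister screen read the other way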
Target sequence (P09923 whole entry, looked up): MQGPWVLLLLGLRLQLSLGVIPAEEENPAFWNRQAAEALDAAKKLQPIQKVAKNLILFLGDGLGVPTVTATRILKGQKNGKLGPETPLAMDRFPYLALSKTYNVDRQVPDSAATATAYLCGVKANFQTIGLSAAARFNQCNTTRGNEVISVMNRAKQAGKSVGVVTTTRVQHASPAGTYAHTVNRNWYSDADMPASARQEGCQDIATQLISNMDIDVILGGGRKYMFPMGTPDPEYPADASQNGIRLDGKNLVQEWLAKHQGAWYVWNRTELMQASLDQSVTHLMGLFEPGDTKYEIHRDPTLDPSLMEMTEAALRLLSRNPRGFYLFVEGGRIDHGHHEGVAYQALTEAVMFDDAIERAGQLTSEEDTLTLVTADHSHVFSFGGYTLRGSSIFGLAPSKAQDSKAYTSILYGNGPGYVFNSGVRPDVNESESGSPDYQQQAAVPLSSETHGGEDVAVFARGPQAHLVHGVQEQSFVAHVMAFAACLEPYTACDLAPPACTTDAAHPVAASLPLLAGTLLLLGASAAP
tim10-1 inh – growth inhibitors of tim10-1 mutant yeast, primary screen, luminescence, uHTS. inhibition, % at 20 µM. 330,000 compounds, 2.2% hits. S. cerevisiae tim10-1 ts strain growth, BacTiter-Glo, 24 h;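 active = inhibition of at least 40%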;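 note: mutant grown at 25 °C; 0% = DMSO wells with yeast and 100% = wells holding no yeast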
TIM10 inh – growth inhibitors of isogenic TIM10 control yeast, primary screen, counter-screen for tim10-1 yeast inhibitor project, luminescence, uHTS; S. cerevisiae TIM10 strain growth, BacTiter-Glo luminescence, 24 h; inhibition, % at 10 µM; AID 463195, 2010; 330,000 compounds, 1.4% hits;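 active = inhibition of 40% or more at the single tested concentration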;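 note: wild-type TIM10 isogenic control strain grown at permissive 25 °C; 0% = DMSO yeast wells and 100% = minimal medium wells without yeast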
mIAP activ – activators of mouse IAP, primary screen, biochemical, luminescence, uHTS; intestinal alkaline phosphatase [Mus musculus]; muIAP, CDP-Star luminescence, 30 min; stronger effect = higher value; 1 = vehicle-only enzyme signal, 0 = enzyme-free wells; activation factor at 10 µM; 330,000 compounds, 0.24% hits;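 active = activation factor of at least 2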; note: the source names both 10 and 20 µM as test concentration; values of inactives mirror those of a sister screen read the other way
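Assay system: mouse IAP enzyme; reagent: chemiluminescent substrate CDP-Star; dosing: test compounds delivered from DMSO solution; schedule: 30 min at room temperature; measured by: luminescence from enzymatic CDP-Star hydrolysis; controls: DMSO-only wells and no-enzyme negative control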
A3G deaminase – APOBEC3G DNA deaminase inhibitors, primary screen, biochemical, fluorescence, single-stranded DNA substrate, uHTS | DNA dC->dU-editing enzyme APOBEC-3G (Homo sapiens), Q9HC16 | AID 493012, 2011 | inhibition, % at 20 µM | 330,000 compounds, 0.28% hits | recombinant A3G, ssDNA deamination FAM/TAMRA fluorescence;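 active = inhibition of at least 40% at 20 µM, with no more than 30% in the related APOBEC3A deaminase screen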;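 note: plate controls were DMSO wells with A3G for no effect and wells lacking A3G enzyme for full effect; some compounds called inactive have numbers as strong as hits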
Target sequence (Q9HC16 whole entry, looked up): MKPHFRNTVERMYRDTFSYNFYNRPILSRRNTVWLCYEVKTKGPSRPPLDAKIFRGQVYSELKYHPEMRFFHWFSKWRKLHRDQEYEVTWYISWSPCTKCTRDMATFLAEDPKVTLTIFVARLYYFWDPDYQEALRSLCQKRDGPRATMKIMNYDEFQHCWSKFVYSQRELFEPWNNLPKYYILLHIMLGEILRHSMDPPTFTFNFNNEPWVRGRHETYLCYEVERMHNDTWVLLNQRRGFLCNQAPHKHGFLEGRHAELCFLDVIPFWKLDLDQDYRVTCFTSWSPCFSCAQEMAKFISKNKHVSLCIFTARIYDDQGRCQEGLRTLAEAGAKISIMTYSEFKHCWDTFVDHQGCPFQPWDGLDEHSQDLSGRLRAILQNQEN
MIN6 prolif – inducers of MIN6 beta-cell proliferation, primary screen, ATP luminescence, uHTS; MIN6 cells proliferation, ATPlite luminescence, 48 h; cells starved in 0.2% serum; 100% = growth in 10% serum; proliferation, % at 10 µM; AID 2380, 2010; 330,000 compounds, 0.29% hits;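 active = compounds whose signal lies at least 3.5 SD above the mean of all wells on their plate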;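 note: 0% = DMSO-treated cells in low-serum medium and 100% = 10% serum control; some compounds called inactive have numbers as strong as hits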
APOBEC3A inh – APOBEC3A ssDNA deaminase inhibitors, primary screen, selectivity assay for APOBEC3G inhibitor project, biochemical, FAM/TAMRA oligo cleavage fluorescence. inhibition, % at 20 µM. recombinant A3A, FAM/TAMRA ssDNA deamination fluorescence. AID 493011, 2011. 330,000 compounds, 0.41% hits. DNA dC->dU-editing enzyme APOBEC-3A (Homo sapiens), P31941;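 active = at least 40% inhibition at 20 µM here, with at most 30% in a related deaminase screen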;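 note: plate controls were A3A with DMSO for no effect and wells lacking A3A enzyme for full effect; some results filed as inactive read as strong as hits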
Target sequence (P31941 whole entry, looked up): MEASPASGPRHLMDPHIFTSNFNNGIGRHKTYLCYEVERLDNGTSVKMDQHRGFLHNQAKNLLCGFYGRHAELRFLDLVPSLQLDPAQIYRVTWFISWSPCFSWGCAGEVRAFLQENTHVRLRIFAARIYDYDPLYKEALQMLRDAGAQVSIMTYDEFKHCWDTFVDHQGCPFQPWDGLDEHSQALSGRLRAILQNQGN
mIAP inh – inhibitors of mouse IAP, primary screen, biochemical, luminescence, uHTS; purified mouse IAP, CDP-Star luminescence, 30 min; inhibition, % at 10 µM; 330,000 compounds, 0.2% hits; AID 2806, 2010;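 active = inhibition of at least 40% at 10 µM in the primary screen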;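 note: plate controls were DMSO with enzyme for no effect and no enzyme wells for full effect; values of inactives mirror those of a sister screen read the other way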
Numbers without * were called inactive; x = not tested or not shown. An unsorted share of the library (roughly 4.6% active in at least one column).

SMILES	NLRP3 yeast inh	hIAP inh	tim10-1 inh	TIM10 inh	mIAP activ	A3G deaminase	MIN6 prolif	APOBEC3A inh	mIAP inh
O=[N+]([O-])c1ccccc1/C=N/N1CCN(c2ccc(Cl)cc2)CC1	11.1	-10.5	2.4	18.2	0.907	-6.8	-2.6	-5.8	9.3
CCOC(=O)c1ccccc1N=N/C(C(C)=O)=C(/C)O	14.9	9.2	13.7	-4.9	1.03	-2.9	2.2	-4.3	-3.4
Cc1cccc(NC(=O)c2sc(Cl)nc2C)c1C	18.9	12.9	3.8	0.9	1.05	-3.6	0.0	-0.2	-4.7
Cc1ccc(NC(=O)c2ccccc2F)cc1S(=O)(=O)N1CCCCCC1	2.8	3.4	28.2	20.2	1.09	-2.6	-4.0	-5.4	-9.3
CCCC1=NCCn2cccc21	10.9	17.7	3.2	-15.3	1.07	0.1	-5.6	0.1	-7.2
Cc1ccc(C(=O)NCC(=O)OCC(=O)/C=C2\N(C)c3ccccc3C2(C)C)cc1C	25.2	-1.2	26.3	4.7	1.1	5.3	-6.2	5.1	-10.2
CCCCC(CC(O)COCC(C)C)C(=O)NNC(=S)Nc1ccccc1 (stereo not given)	12.0	4.4	23.2	1.0	0.941	0.0	-1.3	1.3	5.9
c1ccc(-n2nnnc2Sc2n[nH]c(-c3ccncc3)n2)cc1	1.9	14.1	9.4	2.0	0.958	-5.7	-2.3	0.1	4.2
Cc1nc2c(C)cccn2c(=O)c1NC(=O)c1cccs1	0.7	-18.0	-25.9	-6.3	0.997	-4.4	2.5	-2.1	0.3
O=C(Cc1ccc(F)cc1)N/N=C/c1ccncc1	7.8	-10.0	0.4	3.3	1.09	-11.2	0.0	-1.2	-9.5
O=C(c1ccc(-c2nnc(Nc3cccc(Cl)c3)c3ccccc23)cc1)N1C[C@H]2C[C@H](C1)c1cccc(=O)n1C2	7.1	9.0	3.0	0.2	0.986	-4.6	-0.6	-2.3	1.4
Cc1[nH]c2ccccc2c1/C=N/Nc1nc(Nc2ccccc2)nc(N2CCOCC2)n1	26.1	5.2	23.7	51.8*	1.01	-7.4	-5.4	-3.0	-1.2
Cc1ccc(NC(=O)CN2CCC(NC(=O)Cc3ccccc3)CC2)cc1C	15.6	-14.2	-21.1	-10.0	0.977	-1.4	-3.4	-1.3	2.3
COC(=O)[C@@]12CCCN1[C@H](c1ccc(-c3ccc4c(c3)OCO4)c(OC)c1)[C@H]1C(=O)N(C)C(=O)[C@H]12	6.4	-8.8	8.0	-8.8	1.08	-6.5	-2.8	0.6	-8.4
Fc1ccc(-[n+]2nc(Nc3ccccc3)sc2-c2c3ccccc3cc3ccccc23)cc1	18.6	4.8	37.1	21.4	0.868	-9.0	-6.9	-1.3	13.2
COCCNC(=S)NC1CC2CCCC(C1)N2Cc1cccs1 (stereo not given)	11.0	9.1	7.2	11.3	1.1	-7.2	-0.5	-2.9	-9.8
O=c1oc2ccccc2cc1-c1nc(-c2ccccc2)no1	49.4	-1.2	-1.3	5.7	0.998	-0.4	-3.4	1.7	0.2
CC1(C)CC(=O)C(C=NCCN2CCN(C(=O)c3ccc(Br)cc3)CC2)=C(O)C1	18.2	-9.1	5.9	-7.7	0.945	-4.6	0.2	-2.4	5.5
CCn1ncc(Br)c1C(=O)Nc1ccc(F)cc1F	-17.5	11.7	8.1	3.3	0.974	-4.7	-2.5	-3.6	2.6
OC[C@@H]1[C@@H](c2ccc(Cl)cc2)C(c2cccc(Cl)c2)=NN1c1ccccc1	x	x	19.5	16.8	2.33*	4.1	x	6.7	-133.3
COc1ccccc1NC(=O)NCCN1CCN(C(=O)Nc2ccccc2OC)CC1	9.0	-4.0	-20.4	1.2	1.03	-6.0	2.0	0.0	-3.1
CCN(CC)CCNC(=O)c1ccc(NC(=O)c2cccc(-n3cnnn3)c2)cc1	22.6	3.2	-29.4	0.3	1.01	-8.7	0.0	0.6	-1.2
CC(C)[C@H](NC(=O)c1ccc(F)cc1)C(=O)NC1=NCCS1	-3.3	-9.6	16.3	15.1	1	-8.1	-2.1	-0.8	-0.5
O=C(NC1CCCCC1)C(c1cccs1)N(C(=O)c1ccccn1)c1ccccc1 (stereo not given)	-6.0	2.3	14.2	16.4	0.945	-2.7	-0.6	-2.3	5.5
COc1ccccc1OCc1nc2ccccc2s1	59.6*	-2.8	24.7	7.7	0.998	-2.6	-0.7	-2.9	0.2
CC1CCN(C(=O)CCc2ccc(Oc3cc([N+](=O)[O-])cc([N+](=O)[O-])c3)cc2)CC1	32.6	12.5	51.0*	29.1	0.976	-8.5	0.0	-0.9	2.4
NC(=O)c1cnn(Cc2ccc(Cl)cc2)c1N	2.2	-6.5	-3.4	5.6	1.01	-1.4	-3.4	-3.0	-0.6
COc1ccc(S(=O)(=O)N2CCN(Cc3ccc4c(c3)OCO4)CC2)cc1F	23.4	1.7	25.2	-11.2	0.96	-6.2	-3.2	-3.8	4.0
Cc1ccn2cc(-c3cccc(NC(=O)C(C)C)c3)nc2c1	10.9	2.4	23.3	5.5	1.01	-1.3	-2.5	0.1	-1.5
O=C(O)c1ccccc1-c1ccccc1C(=O)NCc1ccccc1Cl	13.3	24.3	-15.0	2.5	0.977	-4.4	1.8	2.3	2.3
Cc1cnc(NC(=O)CSc2nnc(-c3ccc(Cl)cc3Cl)n2N)s1	3.6	-2.2	-0.2	-5.8	0.929	22.1	-2.9	1.2	7.1
COc1cc2c(cc1OC)C(C)N(C(=O)C1=NN(c3cccc(C)c3)C(=O)CC1)CC2 (stereo not given)	8.1	8.0	10.7	14.2	0.96	-1.9	-2.1	-0.9	4.0
CC(=O)NCCSCCNC(C)=O	-0.7	-4.6	-5.1	14.0	1.06	-4.4	0.6	-3.9	-5.7
NC(=O)C1CC=CCC1C(=O)OCC(Cl)=C(Cl)Cl (stereo not given)	16.7	19.8	17.1	3.9	0.886	0.8	0.2	4.0	11.4
CN(C)c1ccc(C(=O)Nc2ccc(S(=O)(=O)NC3=NCCCCC3)cc2)cc1	7.1	-0.2	20.8	9.6	1.06	-6.3	-1.8	-6.7	-5.7
Cc1ccc(NC(=O)c2cc(S(=O)(=O)N(C)C)ccc2N2CCCC2)cc1F	24.5	14.0	14.7	8.7	1.09	-8.0	-3.8	0.5	-9.5
CN(C)CCCNC(=S)N1CCC(c2nc3ccccc3[nH]2)CC1	7.9	-11.0	0.3	-2.8	0.968	-12.3	-3.1	-9.4	3.2
COCCNC(=O)c1ccccc1NS(=O)(=O)c1ccc(C)c([N+](=O)[O-])c1	1.0	1.0	15.2	-7.3	1.05	-4.6	-0.4	3.0	-4.8
CC(C)N1CC(COc2ccc(Cl)cc2Cl)OC1=O (stereo not given)	16.0	-7.0	12.9	-10.6	1.08	-5.0	0.9	-1.1	-7.6
COC(=O)c1ccc(C(=O)Nc2nnc(-c3cccnc3)o2)cc1	5.9	-17.4	22.2	-19.2	1.06	-6.3	-2.1	-8.4	-6.0
CCCC(CCC)C(=O)Nc1cccc(-c2cn3c(n2)SCC3)c1	8.5	-31.3	0.2	-1.1	1.1	-1.5	-0.1	-4.1	-9.9
CCOCCCNC(=O)C(c1ccc(C)cc1)N(Cc1cccs1)C(=O)c1ccccc1O (stereo not given)	-11.6	3.7	15.9	17.2	0.929	-8.4	-1.1	-1.0	7.1
Cc1ccc(-c2nn(-c3ccccc3)cc2C2SCC(=O)N2Cc2ccccc2)o1 (stereo not given)	5.2	0.1	1.7	-48.7	0.956	8.4	-5.9	1.7	4.4
Cc1ccc2nc(NC(=O)CN3CCN(c4ccccn4)CC3)sc2c1	15.6	-23.9	6.3	1.7	0.885	-7.5	-1.6	-2.1	11.5
COc1ccc(N2CCN(C(=O)c3cc4c(s3)CCCCC4)CC2)cc1	14.1	2.2	22.1	14.2	0.965	-10.6	-2.6	3.7	3.5
COc1cc(C(=O)NCCOc2ccccc2C)c(Br)c(OC)c1OC	24.0	4.3	30.2	7.4	0.914	-4.4	-1.3	-2.6	8.6
C/C(=N\NC(=O)c1ccc(CSc2nncn2C)cc1)c1ccc2ccccc2c1	9.9	3.4	4.4	-5.4	1.06	-5.1	-3.2	6.0	-5.8
Nc1nonc1-n1nnc(C(=O)N/N=C/c2ccc(OCc3ccccc3F)cc2)c1CNc1ccccc1	17.2	21.4	0.2	11.6	0.94	4.1	-2.6	0.2	6.0
CC1(C)CC(=O)C2=C(C1)N(c1ccc(F)cc1)C(N)=C(C#N)C2c1cccs1 (stereo not given)	2.2	-7.2	11.1	9.1	0.894	-4.9	-4.5	-2.1	10.6
CN(CCO)S(=O)(=O)c1ccc2c(c1)C(=O)c1cc(S(=O)(=O)N(C)CCO)ccc1-2	21.7	9.4	-2.9	0.1	1.09	-6.6	2.5	-0.7	-9.0
Next part.
SMILES	NLRP3 yeast inh	hIAP inh	tim10-1 inh	TIM10 inh	mIAP activ	A3G deaminase	MIN6 prolif	APOBEC3A inh	mIAP inh
O=C1CN(C(=O)COC(=O)CCS(=O)(=O)c2ccccc2Cl)c2ccccc2N1	21.8	-12.3	-13.0	-3.6	1.09	-1.8	-1.1	2.4	-9.4
Cc1ccc(NC(=O)CCS(=O)(=O)c2cc3[nH]c(=O)c(=O)[nH]c3cc2C)cc1	6.8	8.1	25.0	9.5	0.946	-0.9	-4.0	5.4	5.4
CCn1cc(C(=O)NCc2ccccc2)c(=O)c2cc(F)c(N3CCN(C(=O)c4ccco4)CC3)cc21	18.4	-12.5	35.4	9.7	0.954	5.6	-3.7	-2.2	4.6
O=C(NCc1cccs1)C1CCC(CNS(=O)(=O)c2ccccc2)CC1 (stereo not given)	15.3	-12.2	-13.5	-15.1	0.942	-9.0	0.2	-1.3	5.8
CC(=O)c1ccc2c(c1)OCCOCCOCCOCCO2	21.3	4.0	1.0	4.0	1	-5.1	1.4	-1.9	-0.4
CCSc1nnc(NC(=O)c2nn(C(C)C)c(=O)c3ccccc23)s1	-15.7	8.6	32.4	22.7	0.983	-5.6	-0.9	-0.5	1.7
N#Cc1cc2c(nc1SCc1cccnc1)CCC2	18.4	-22.0	31.0	12.5	0.995	0.5	-1.1	-7.5	0.5
Clc1ccc(-c2nnc(SCc3nc(-c4ccccc4)no3)o2)cc1	31.8	-1.8	-4.8	-1.7	0.922	4.9	-0.7	0.0	7.8
COc1ccc2cc([C@@H](C)C(=O)O)ccc2c1	0.1	-12.8	-3.7	4.7	1.06	3.5	-0.9	1.9	-6.0

Record cards, as listed above. Order of values: NLRP3 yeast inh	hIAP inh	tim10-1 inh	TIM10 inh	mIAP activ	A3G deaminase	MIN6 prolif	APOBEC3A inh	mIAP inh
Record of COCCNC(=O)c1ccccc1NS(=O)(=O)c1ccc(C)c([N+](=O)[O-])c1 → 1.0	1.0	15.2	-7.3	1.05	-4.6	-0.4	3.0	-4.8
Record of Fc1ccc(-[n+]2nc(Nc3ccccc3)sc2-c2c3ccccc3cc3ccccc23)cc1 → 18.6	4.8	37.1	21.4	0.868	-9.0	-6.9	-1.3	13.2
